Screens deposited in PubChem BioAssay by National Center for Advancing Translational Sciences (NCATS).
WRN helicase inh = blocks human WRN helicase; Q14191; WRN helicase unwinding, fluorescent forked duplex, kinetic; Potency, µM (titrated, usually from 114 µM), for inactives: at the highest dose activity change, negative = inhibition, hits mostly inhibitors; hit rate 0.46% among 360,000; AID 651768; further: potency means the concentration at half of the fitted maximal effect; on the % scale 0 is the no-effect control and ±100 the full control effect; nearly all actives have a fitted effect of over 55% in size
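Enzyme (20 nM final) and test compound sit together 15 min at room temperature before substrate addition. Substrate is a single-forked duplex oligonucleotide (100 nM) labelled with fluorophore and quencher, with 2 mM ATP; helicase unwinding raises red fluorescence, read kinetically.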
PLK1 PBD inh = inhibitors of human PLK1 polo-box domain binding. Plk1 PBD binding of FITC phosphopeptide, fluorescence polarization. Potency, µM, for inactives: max response, negative = inhibition, most hits filed as inhibitors. hit rate 2.8% among 360,000; further: potency means the concentration at half of the fitted maximal effect; series mostly up to about 57 µM; on the % scale 0 is the no-effect control and ±100 the full control effect; nearly all actives have a fitted effect of over 65% in size
IL2 activator = activators of IL-2 | IL-2 activation reporter assay, cell-based qHTS; stimulated with anti-CD3/CD4/CD28 beads; in transgenic mouse T cells | activation, % (series mostly up to about 46 µM) | hit rate 0.065% among 360,000; in the data active means activation above about 50%; inconclusive means mostly about 30% to 49%; further: 0% is about no effect
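Unstimulated transgenic mouse T cells preincubated 60 min with compound, then stimulated with anti-CD3/anti-CD4-coated beads plus anti-CD28 for 18 h at 37 degrees C. IL-2 response read as EGFP and DsRed fluorescence by plate cytometry.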
GLP1R ag = activates the human GLP-1 receptor; P43220; HEK293 GLP-1R CRE-luciferase, luminescence, 4-6 h; cells express a hypersensitive GLP-1R form; Potency, µM (series often up to 45.6 µM), inactives show at the top dose activation, actives largely listed as activators; hit rate 0.007% among 380,000; AID 624172; further: potency means the concentration at half of the fitted maximal effect; % of control where 0% means no effect
Target sequence (P43220 whole entry, looked up): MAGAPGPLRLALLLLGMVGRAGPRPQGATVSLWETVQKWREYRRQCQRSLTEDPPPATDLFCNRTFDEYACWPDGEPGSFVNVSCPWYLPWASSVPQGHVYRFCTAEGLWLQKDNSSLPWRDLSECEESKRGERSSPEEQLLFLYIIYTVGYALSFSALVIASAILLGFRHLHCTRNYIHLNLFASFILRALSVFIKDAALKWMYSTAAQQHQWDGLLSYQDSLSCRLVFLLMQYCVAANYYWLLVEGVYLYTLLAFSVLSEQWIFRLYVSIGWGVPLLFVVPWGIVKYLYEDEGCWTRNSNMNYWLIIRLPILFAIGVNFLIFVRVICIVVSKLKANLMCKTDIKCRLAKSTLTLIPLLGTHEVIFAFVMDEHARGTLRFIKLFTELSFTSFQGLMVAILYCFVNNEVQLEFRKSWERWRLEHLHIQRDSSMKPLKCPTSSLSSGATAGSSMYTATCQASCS
PI5P4K alpha inh = PI5P4K alpha (human) kinase inhibition; P48426; PI5P4Kalpha enzyme, ADP-Glo luminescence, 60 min; hits give low values; hit rate 1.2% among 330,000; max response, %; AID 652105; active means max response of -50% or lower; inconclusive means between -30% and -50%; inactive means -30% or higher; further: value at the top dose of about 77 µM; on the % scale 0 is the no-effect control and ±100 the full control effect
Target sequence (P48426 whole entry, looked up): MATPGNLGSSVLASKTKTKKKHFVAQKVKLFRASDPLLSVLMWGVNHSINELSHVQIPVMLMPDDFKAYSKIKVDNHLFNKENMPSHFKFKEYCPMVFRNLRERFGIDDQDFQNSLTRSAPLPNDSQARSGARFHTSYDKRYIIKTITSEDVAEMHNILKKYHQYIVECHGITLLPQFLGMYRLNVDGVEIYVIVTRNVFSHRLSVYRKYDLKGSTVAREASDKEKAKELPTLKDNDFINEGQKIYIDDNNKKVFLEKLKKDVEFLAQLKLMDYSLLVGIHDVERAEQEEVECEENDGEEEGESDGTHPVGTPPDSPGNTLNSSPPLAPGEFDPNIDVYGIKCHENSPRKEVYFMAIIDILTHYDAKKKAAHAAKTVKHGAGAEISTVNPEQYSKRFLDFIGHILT
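Enzyme plus substrate dispensed, test compounds pinned in, then ATP (5 microM final) added. After 60 min at RT, ADP-Glo reagent 1 for 45 min and reagent 2 for 30 min preceded luminescence imaging.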
D3 antag = antagonists of human D3 dopamine receptor. P35462. D3R cells, DiscoveRx beta-arrestin luminescence, antagonist mode; hits give low values. max response, negative = inhibition, %. hit rate 2.5% among 360,000. AID 652054; in the data active means max response below about -50%; inconclusive means no clear call, values can overlap the other calls; further: on the % scale 0 is the no-effect control and ±100 the full control effect; mostly tested at two doses, the higher about 12 µM
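Cells expressing the human receptor were seeded at 1500 cells/well, incubated overnight at 37 degrees C in 5% CO2, then exposed to library compounds with dopamine controls for 90 minutes at 37 degrees C before luminescent detection.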
GLP1R inv ag = acts as inverse agonist at human GLP-1 receptor | HEK293 GLP-1R CRE-luciferase, luminescence, 24 h; GLP-1R form is constitutively active | Potency, µM (highest dose often 38.3 µM), without a hit: top-dose activity change, negative = inhibition, usual class: inhibitors | hit rate 1.6% among 410,000; further: potency means the concentration at half of the fitted maximal effect; on the % scale 0 is the no-effect control and ±100 the full control effect; nearly all actives have a fitted effect of over 55% in size
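Inverse agonists were sought by their lowering of basal cAMP reporter luciferase output in HEK293 cells stably carrying constitutively active human GLP-1R, after 24 h compound treatment.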
DRD3 agonist = D3 dopamine receptor (human) agonism; P35462; D3R DiscoveRx beta-arrestin cells, luminescence, 90 min; max activation, %; hit rate 0.58% among 410,000; AID 652048; in the data active means max activation above about 30%; further: 0% is about no effect; mostly tested at two doses, the higher about 12 µM
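Cells at 1500/well, incubated overnight, then treated with pinned compounds (dopamine as control) for 90 min at 37 degrees C. DiscoveRx reagent added for 30 - 60 minutes at room temperature; luminescence read.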
HEK293 tox = cytotoxic in the GLP-1 receptor inverse agonist counter-screen; AID 624418; HEK293 cAMP-luciferase reporter cells, luminescence, 24 h; hit rate 0.13% among 410,000; Potency, µM (titrated, usually from 38.3 µM), for the others: at the highest dose activity change, negative = inhibition, usual class: inhibitors;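 further: loss of luciferase light is scored as toxicity; potency means the concentration at half of the fitted maximal effect; on the % scale 0 is the no-effect control and ±100 the full control effect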
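Compound-treated cells are incubated 24 hr at 37 deg C under 5% CO2 after a 12 hour attachment period, then luciferase detection reagent is added and luminescence is measured following 12 min at room temperature; lowered signal indicates toxicity.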
* hit, by the source's call; ? = inconclusive; . = no result given; [ ] = another dose, or the depositor's remark. Unless noted, the call rests on the fitted dose curve; in most records, active means well fitted curve in the direction sought with a large enough effect; inconclusive means small, poorly fitted or top-dose-only effect, or another doubt; inactive means no such curve, though single readings can be large; an effect the other way counts as inactive or inconclusive.

SMILES	WRN helicase inh	PLK1 PBD inh	IL2 activator	GLP1R ag	PI5P4K alpha inh	D3 antag	GLP1R inv ag	DRD3 agonist	HEK293 tox
Cc1ccc(C(=O)N/N=C\c2ccncc2)s1	8%	-4%	-2.6	8%	-7	7	31%[activator]	5	10%
CC(=O)Nc1nc(-c2ccccc2)c(-c2ccccc2)o1	-5%	-10%	-4.9	6%	-2	-12	10%	-9	4%
O=C(COc1ccc(Nc2ccccc2)cc1)OCC(=O)N1CCCCC1	-5%	-3%	2.4	-1%	6	0	9%	-1	-2%
Cc1ccc(C)n1-c1nn(S(=O)(=O)c2cccc3cccnc23)c2cccc(F)c12	-8%	-7%	-3.5	14%	10	2	?	-1	5%
O=C(Nc1ccncc1)c1cccs1	-1%	-3%	-2.5	-3%	1	7	-3%	-1	-11%
CC(C1CC1)N(Cc1ccccc1)C(=S)Nc1ccccc1 (centres undefined)	3%	-14%	-0.7	14%	-5	0	?	0	-13%
O=C1N/C(=N\N=C\c2cccs2)SC1Cc1ccc(Cl)c(Cl)c1 (centres undefined)	-3%	-6%	-0.4	14%	0	6	3%	5	-4%
COCCNC(=O)c1ccc(CSc2nc3ccccc3s2)cc1	-2%	-12%	-2.4	17%	-2	1	?	-1	-3%
CCOC(=O)c1ccc(NC(=O)CCOc2ccc(OC)cc2)cc1	3%	-10%	0.3	3%	0	11	-14%	-1	-9%
COc1ccc(N=C2NC(=O)/C(=C/c3ccco3)S2)cc1	-8%	-10%	1.5	21%	-27	-10	50%[activator]	-8	-5%
CN(C)c1ccc(C(O)P(=O)(OCc2ccccc2)c2ccc(N(C)C)cc2)cc1 (centres undefined)	0%	-17%	0.8	7%	-4	-19	-28%	-7	4%
Cc1ccc(CN2CCN(Cc3ccc(-n4cccn4)cc3C)CC2CCO)cc1 (centres undefined)	-8%	5%	0.8	18%	2	?	?	-16	10%

Another view of part of the listing above:
Each structure is followed by: WRN helicase inh	PLK1 PBD inh	IL2 activator	GLP1R ag	PI5P4K alpha inh	D3 antag	GLP1R inv ag	DRD3 agonist	HEK293 tox
> Cc1ccc(C(=O)N/N=C\c2ccncc2)s1
  8%	-4%	-2.6	8%	-7	7	31%[activator]	5	10%
> CC(=O)Nc1nc(-c2ccccc2)c(-c2ccccc2)o1
  -5%	-10%	-4.9	6%	-2	-12	10%	-9	4%

Continued.
SMILES	WRN helicase inh	PLK1 PBD inh	IL2 activator	GLP1R ag	PI5P4K alpha inh	D3 antag	GLP1R inv ag	DRD3 agonist	HEK293 tox
COc1ccc(CN2C(=O)C(CC(=O)NC3CC3)CC(C(=O)N3CCOCC3)=C2C)cc1 (centres undefined)	-7%	-3%	0.3	-1%	1	0	19%	-2	-2%
COc1cc(/C=N/NC(=O)c2ccncc2)ccc1OC(=O)c1cccc(Br)c1	0%	-7%	0.4	9%	-2	3	0%	6	-2%
COc1ccccc1N=Cc1nc(-c2ccccc2)oc1OC(C)=O	-20%	?	-0.8	-9%	1	-56*	-60%	1	-1%
COc1cccc(C(c2c(C)[nH]n(-c3ccccc3)c2=O)c2c(C)[nH]n(-c3ccccc3)c2=O)c1O	-10%[11.6 µM]	21µM*	-1.5	-5%	-13	-23	-20%	-3	-10%
CC(C)(C)c1ccc(C2CC2C(=O)N/N=C\c2cc3ccccc3nc2Cl)cc1 (centres undefined)	22%	-3%	-2.2	-5%	1	9	0%	1	0%
Cn1nc(C(=O)N2CCCc3ccccc32)c2ccccc2c1=O	3%	4%	1.5	0%	2	-19	5%	-1	0%
COc1ccccc1OCCNC(=O)CNC(=O)c1ccc2c(c1)OCO2	-2%	-6%	-1.4	0%	-19	12	4%	0	-5%
O=c1cc(CN(Cc2ccccc2)Cc2ccccc2)c2c(ccc3ccccc32)o1	-7%	-22%	-0.7	-6%	-8	-21	?	-10	8%
CCCCCC1CCC(c2n[nH]c(=S)n2C)CC1 (centres undefined)	-7%	-1%	-2.8	8%	-13	-7	?	4	3.2µM*
CNc1nnc(-c2cccc(N(C)C)c2)s1	2%[57.1 µM]	-9%	-1.0	2%	2	-3	34%	-2	2%
Cc1ccc2c(c1)n([O-])c1c([n+]2=O)CCCC1	-3%	-7%	-0.5	-10%	0	8	7%	2	4%
CCOc1cc(S(=O)(=O)NC2CC(C)(C)NC(C)(C)C2)ccc1F	-4%	-3%	0.9	5%	.	26	1%	0	0%
CCOC(=O)c1sc(=S)n(-c2ccc(C)cc2)c1SC	-6%	-16%	1.6	0%	.	-2	-27%	-3	-13%
Cc1cccc(C)c1OCc1nnc(SCC(=O)Nc2cccc(C(=O)N3CCOCC3)c2)n1C	1%	-9%	-1.4	4%	2	-15	16%	10	-3%
O=C(NCc1ccc2c(c1)OCO2)c1ccc(-c2ccc(Cl)cc2)o1	-23%	-3%	0.8	8%	.	13	0%	10	-2%
C=CCCCCCCCCc1nc(SCC(=O)O)n[nH]1	-4%	-7%	-3.8	0%	4	-4	18%	4	4%
O=C(CN1CCN(c2ccc(F)cc2)CC1)Nc1nccs1	13%	24µM*	0.2	11%	1	1	-4%	-7	-9%
COc1cccc(OCc2cc(C(=O)N3CCN(c4ccccc4O)CC3)no2)c1	-12%	-3%	-4.6	7%	1	6	?	7	-2%
Cc1ccc(C)c(Cc2c(C)nc(C)[nH]c2=O)c1	-7%	-6%	0.4	0%	-3	12	-5%	3	3%
COc1ccc(S(=O)(=O)N2CCN(CC(=O)Nc3cc(Cl)ccc3Cl)CC2)cc1	-2%	8%	-2.6	-19%	8	-7	8%	-7	-14%
O=C(c1ccccc1NS(=O)(=O)c1cccc([N+](=O)[O-])c1)N1CCOCC1	-1%	-1%	0.1	8%	.	4	-8%	1	-7%
CCOc1ccc(N(C)S(=O)(=O)c2ccc(C)c(C(=O)NCc3ccccc3OC)c2)cc1	-8%	-4%	-0.6	3%	0	-10	?	0	-2%
O=C(CSc1ccccc1)N1CCN(c2ccc(F)cc2)CC1	-28%	-8%	-0.4	17%	-1	-6	10%	-4	11%
C=CCc1cccc2cc(C(=O)Nc3cccc(C(=O)O)c3)c(=O)oc12	1%	-5%	-0.2	8%	-3	-3	42%[activator]	5	-7%
CCN(CC)CCOc1c(Br)ccc2c1sc1nc3n(c(=O)c12)CCC3	8%[57.1 µM]	-7%	-0.4	-7%	1	-3	?	0	?
CC[C@]1(C(=O)OC)[C@H]2C(=O)N(C)C(=O)[C@H]2[C@H]2CN=C(SCc3ccc(OC)cc3)N21	-5%	-23%	0.8	-3%	1	-16	3%	-10	0%
Clc1ccc(CN2CCCCCCC2)cc1	3%	-4%	-0.2	-1%	-6	-5	-1%	-9	-4%
O=C(CN1C(=O)NC(Cc2ccccc2)C1=O)Nc1ccc(F)c(F)c1F (centres undefined)	0%	-5%	1.0	-2%	-1	52	-17%	7	-19%
CC(=O)OCc1c(F)c(F)c(-n2nc(C)cc2C)c(F)c1F	-26%[57.1 µM]	-11%	-1.5	0%	-3	4	2%	2	7%
COc1cc(O)c(C=Nc2ccccc2NS(=O)(=O)c2ccc(C)cc2)c(OC)c1	3%	20%	-4.2	1%	-1	-3	?	1	-23%
CCOC(=O)C(Cc1ccc(OC)c([N+](=O)[O-])c1)NC(=O)CCC(=O)Nc1ccc(C)cc1 (centres undefined)	-8%	-1%	-0.7	-8%	-7	3	10%	-2	8%
CC(=O)Nc1cncc(-c2cccc(C(=O)NC3CC3)c2)n1	-5%	-3%	-0.3	6%	-1	2	7%	4	8%
O=C(NC1=NCCS1)NC12CC3CC(CC(C3)C1)C2	-3%	-6%	-1.4	-4%	.	-4	?	-13	-21%
CC(NC(=O)C1CCC1)c1ccccc1 (centres undefined)	1%	-9%	-2.7	-3%	-3	-4	6%	-7	56%[activator]
CN(Cc1ccccc1)S(=O)(=O)c1nnc(NC(=O)c2ccc(F)cc2)s1	0%	-16%	-3.9	-5%	-3	5	8%	7	3%
Cc1cccn2c(=O)c3cc(C(=O)NCC4CCCO4)c(=N)n(Cc4ccc(F)cc4)c3nc12 (centres undefined)	3%	-22%	-3.7	-1%	4	-2	85%[activator]	4	.
Cc1c(OCC(=O)NC(Cc2ccc(Cl)cc2)C(=O)O)ccc2c1oc(=O)c1ccccc12 (centres undefined)	0%[11.6 µM]	-1%	-0.4	5%	0	54	14%	10	0%
CCn1c(CNC(=O)C2CCCCC2)cc2cc(C)ccc21	15%	-14%	-1.4	-7%	0	3	2%	0	1%
O=C(NC1CCCC1)c1ccc(Cl)c(S(=O)(=O)N2CCOCC2)c1	-7%	-23%	3.8	9%	3	4	11%	30	-8%
COc1ccccc1CN(C)C[C@H]1OCc2cnnn2CCCC(=O)N([C@H](C)CO)C[C@@H]1C	5%	-4%	-1.8	5%	3	0	18%	-8	1%
O=C(OCc1nnc(-c2ccccc2)o1)C1CCN(S(=O)(=O)c2cccs2)CC1	-3%	-14%	-1.0	-4%	0	21	-2%	0	2%
CC(=O)Nc1ccc(/C=N/NS(=O)(=O)c2cc(C)ccc2C)cc1	-1%	1%	-3.0	10%	-1	3	35%[activator]	-3	4%
C/C=C/C(=O)Nc1ccc(N2CCN(c3ccc(C(F)(F)F)cn3)CC2)nc1	-1%	-9%	0.6	4%	7	5	?	1	-3%
Cc1ccc(C(=O)Nc2ccccc2C(=O)NC(CC(=O)O)C(=O)O)cc1 (centres undefined)	-5%	0%	-0.9	-2%	.	2	2%	2	-3%
Cc1ccccc1NC(=S)NCc1cccs1	8%[57.1 µM]	0%	1.3	7%	3	0	0%	-1	7%
O=C(CN1C(=O)c2ccccc2S1(=O)=O)N1CCCCC1	-2%	-13%	0.8	2%	-6	-28	-25%	-19	6%
CCOc1cc(S(=O)(=O)N(CC)CC)c(OCC)cc1-n1cnnn1	-7%	-10%	0.6	8%	.	-17	1%	6	-2%
COC(=O)Cc1ccc(OC2(C)CCN(Cc3ccccc3)C2)cc1 (centres undefined)	-6%	3%	-0.2	-1%	8	-89*	1%	-12	3%
COc1ccc(C2c3c(oc4ccccc4c3=O)C(=O)N2c2ccccn2)cc1 (centres undefined)	1%	-12%	0.9	0%	-12	0	0%	-10	0%
Cc1cccc(OCc2nc(-c3ccc(Br)o3)no2)c1	-9%[57.1 µM]	-8%	-2.6	12%	11	-27	-17%	-7	-12%
